Source: PubChem
SMARCA2 act = increases SMARCA2 function in MMTV reporter cells | hit rate 1% among 370,000 | activation, % at 9.1 µM | MG213 cells, MMTV-luciferase reporter, dexamethasone, overnight; in the data active = activation above about 7.8%;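 also: 0% = vehicle wells and 100% = reference activator wells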
ssDAF-12 act = S. stercoralis DAF-12 activation, primary screen | HEK293 ssDAF-12/GRIP1 lit1-tk-luc reporter, luminescence; % of 3 µM dafachronic acid response | activation, % at 6.8 µM | hit rate 1% among 370,000;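 active = activation above the mean over all tested compounds plus 3 SD, cut at about 0.9% in these data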;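 also: 0% = DMSO-only wells and 100% = 3 µM delta7-dafachronic acid wells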
ADAM17 inh = ADAM17 inhibition, QFRET primary screen; recombinant ADAM17, EDANS/DABCYL FRET peptide cleavage; inhibition, % at 6.95 µM; hit rate 0.83% among 370,000;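 active = inhibition above the mean of compounds lying between control limits plus 3 SD, set per campaign, cut at about 8.5% in these data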;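 also: 0% = DMSO-only wells as the low control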
hgDAF-12 ag = activates the H. glycines DAF-12 receptor ligand-binding domain; AID 687014; activation, % at 6.8 µM; HEK293 GAL4-hgDAF12 UAS-luciferase reporter, agonist luminescence; normalized to butyrate control; hit rate 1.8% among 370,000;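 active = activation above a cutoff set at the mean of all screened compounds plus 3 SD, cut at about 10% in these data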;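 also: 0% = DMSO wells and 100% = sodium butyrate wells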
DAX1 inh-1 = inhibitors of DAX1 repression of SF-1 activated StAR promoter. hit rate 1.1% among 370,000. AID 652010. HEK293T StAR-luciferase reporter, SF-1/DAX-1 repression relief. inhibition, % at 6.8 µM;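 active = inhibition above the mean over all tested compounds plus 3 SD, cut at about 3.6% in these data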;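 also: 0% = DAX-1 cells with DMSO and 100% = cells lacking DAX-1 with DMSO; higher inhibition means more luminescence from relief of DAX-1 repression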
FXN GAA850 act = frataxin GAA850 promoter activation | HEK293 lucGAA850 FXN promoter luciferase reporter, 24 h; percent of 10 µM SAHA response | AID 540364 | activation, % at 6 µM | hit rate 0.56% among 360,000;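 active = activation above the average of all compounds screened plus 3 SD, cutoff fixed separately per campaign, cut at about 7.5% in these data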;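 also: 0% = DMSO wells and 100% = 10 µM SAHA wells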
PG9 binder = PG9 antibody binding by small molecule; inhibition, % at 6.7 µM; AID 624416; TR-FRET gp120-PG9 antibody binding; hit rate 0.43% among 360,000; in the data active = inhibition above about 8.5%
DAX1 inh-2 = inhibitors of human orphan nuclear receptor DAX1 (NR0B1); AID 504766; hit rate 0.99% among 340,000; HEK293 Gal4-DAX1 luciferase reporter, luminescence; P51843; inhibition, % at 6.75 µM;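 active = inhibition above the mean over all tested compounds plus 3 SD, cut at about 4.2% in these data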;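 also: 0% = DAX1-transfected cells with DMSO and 100% = empty-vector control cells with DMSO; inhibition shows as a rise in luminescence from relieved DAX1 repression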
NPR1 activator = GC-A (human) enzyme activation; P16066; HEK293 GC-A cells, cGMP TR-FRET, EC30 ANP; 0% at EC30 ANP, 100% saturating ANP; activation, % at 10 µM; hit rate 0.14% among 370,000; AID 1671463; in the data active = activation above about 40%
Target sequence (P16066 whole entry, looked up): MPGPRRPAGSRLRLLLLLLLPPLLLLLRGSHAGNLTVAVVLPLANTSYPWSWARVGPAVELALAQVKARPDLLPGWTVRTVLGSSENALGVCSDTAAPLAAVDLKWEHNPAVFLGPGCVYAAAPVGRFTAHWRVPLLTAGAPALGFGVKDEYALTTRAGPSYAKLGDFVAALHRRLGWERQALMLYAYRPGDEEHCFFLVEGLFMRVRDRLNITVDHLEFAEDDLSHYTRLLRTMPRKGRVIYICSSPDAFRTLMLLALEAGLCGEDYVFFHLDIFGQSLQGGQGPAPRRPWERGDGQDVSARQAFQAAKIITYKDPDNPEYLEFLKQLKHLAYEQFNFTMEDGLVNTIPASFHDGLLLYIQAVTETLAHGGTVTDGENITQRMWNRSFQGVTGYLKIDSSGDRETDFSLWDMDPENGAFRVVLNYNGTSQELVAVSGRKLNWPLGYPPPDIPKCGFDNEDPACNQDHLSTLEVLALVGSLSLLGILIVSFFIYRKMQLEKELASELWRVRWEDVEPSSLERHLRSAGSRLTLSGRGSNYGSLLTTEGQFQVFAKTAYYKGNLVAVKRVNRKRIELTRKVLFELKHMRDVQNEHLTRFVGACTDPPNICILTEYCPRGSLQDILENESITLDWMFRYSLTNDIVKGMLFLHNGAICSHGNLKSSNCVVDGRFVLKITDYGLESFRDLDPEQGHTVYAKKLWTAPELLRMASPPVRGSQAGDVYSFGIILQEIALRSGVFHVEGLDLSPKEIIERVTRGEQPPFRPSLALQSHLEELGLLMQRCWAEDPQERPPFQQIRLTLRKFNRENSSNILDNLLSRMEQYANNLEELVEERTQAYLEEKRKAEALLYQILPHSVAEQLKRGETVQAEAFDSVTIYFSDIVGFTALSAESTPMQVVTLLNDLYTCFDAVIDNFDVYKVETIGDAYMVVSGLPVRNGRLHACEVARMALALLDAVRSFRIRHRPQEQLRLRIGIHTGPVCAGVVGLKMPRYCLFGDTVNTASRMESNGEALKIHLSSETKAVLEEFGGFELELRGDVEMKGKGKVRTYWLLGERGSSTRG
hcDAF12 agonist = H. contortus DAF-12 activation, primary screen. HEK293 hcDAF-12 lit1-tk-luc reporter, luminescence; 0% DMSO, 100% Δ7-dafachronic acid. activation, % at 6.8 µM. hit rate 1.4% among 370,000;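 active = activation above the mean of all tested compounds plus 3 SD, cut at about 5.5% in these data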;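 also: 100% = response to 3 µM Δ7-dafachronic acid high control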
ADAM10 inh = inhibitors of human ADAM10. recombinant ADAM10, EDANS/DABCYL FRET peptide cleavage, 3 h. hit rate 0.62% among 370,000. inhibition, % at 7 µM. AID 720582. O14672;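 active = inhibition above a per-campaign cutoff equal to the mean of compounds falling between control-based bounds plus 3 SD, cut at about 20% in these data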;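 also: 0% = DMSO wells while the 100% control is not disclosed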
* = called active by the depositor; / = no result given.

Start of the listing, in advance (2 entries):
Results follow in this order: SMARCA2 act	ssDAF-12 act	ADAM17 inh	hgDAF-12 ag	DAX1 inh-1	FXN GAA850 act	PG9 binder	DAX1 inh-2	NPR1 activator	hcDAF12 agonist	ADAM10 inh
CCN(CC)C(=O)CC[C@H]1CC[C@]2(CCCN(S(=O)(=O)c3ccccc3)C2)O1
 : -3	-2.0	-2	0.0	-1.4	/	/	/	3	-3.0	-9
COc1cccc(OC)c1NC(=O)C1CCCN1C(=O)Nc1ccccc1F (stereo not given)
 : -1	-1.2	0	2.4	0.2	-1.0	1.5	0.5	0	0.6	-4

The whole of this part, previewed entries included:
Results follow in this order: SMARCA2 act	ssDAF-12 act	ADAM17 inh	hgDAF-12 ag	DAX1 inh-1	FXN GAA850 act	PG9 binder	DAX1 inh-2	NPR1 activator	hcDAF12 agonist	ADAM10 inh
CCN(CC)C(=O)CC[C@H]1CC[C@]2(CCCN(S(=O)(=O)c3ccccc3)C2)O1
 : -3	-2.0	-2	0.0	-1.4	/	/	/	3	-3.0	-9
COc1cccc(OC)c1NC(=O)C1CCCN1C(=O)Nc1ccccc1F (stereo not given)
 : -1	-1.2	0	2.4	0.2	-1.0	1.5	0.5	0	0.6	-4
COc1ccc(C)cc1Nc1n[n+](-c2ccccc2)c(-c2ccc(SC)cc2)s1
 : 3	-0.4	1	12*	0.3	-1.9	-1.8	3.5	-2	2.0	-2
COc1ccc(C(=O)NCC(c2cccs2)N2CCc3ccccc32)cc1OC (stereo not given)
 : -1	-0.9	4	0.4	-1.7	-0.5	0.7	0.2	1	-1.8	11
COc1ccc(NC(=O)CSc2nnc(CN3CCOCC3)n2C)cc1Cl
 : 4	-1.1	-4	-1.1	-1.4	-1.1	-1.7	0.5	2	0.0	-7
Cc1ccc(CNC(=O)c2ccccc2NS(=O)(=O)c2ccc(Cl)nc2)cc1
 : -2	-0.6	-19	-0.3	-0.2	-1.8	-2.2	0.7	0	-2.0	-69
COc1ccc(C(=O)OCC(=O)N2CCc3ccccc32)cc1S(=O)(=O)N1CCOCC1
 : 1	-1.2	-1	4.2	0.2	-0.4	-1.2	-0.1	1	1.4	5
Cc1ccc(C)c(S(=O)(=O)N2CCN(C(=O)CN3C(=O)NC(C)(C)C3=O)CC2)c1
 : -1	-0.2	0	1.7	-0.3	0.4	0.1	0.4	1	0.1	-2
COc1ccc(-c2ccc(SCC(=O)N3c4ccccc4CC3C)nn2)cc1OC (stereo not given)
 : 13*	-2.1	1	0.4	-0.3	5.2	-1.8	-2.3	2	-1.0	-1
CCCNC(=O)c1cc(C2CCCN(C(=O)c3ccccc3)C2)on1 (stereo not given)
 : -3	-0.8	2	1.6	-1.1	2.7	-1.2	/	3	-1.9	-5
Cc1ccc(C2=CC(c3ccccc3)n3ncnc3N2)c(C)c1 (stereo not given)
 : 0	-0.9	-7	-1.5	0.2	-1.3	0.7	0.5	0	-0.4	-16
NC(=O)C[n+]1cccc(/C=N/O)c1
 : -2	-1.8	-6	0.2	-0.6	2.4	0.0	-0.3	4	-1.4	1
COC(=O)c1c(C(=O)c2ccc(Br)cc2)n(C)c2ccccc12
 : 4	-0.6	-8	1.8	0.8	2.6	4.1	-0.4	0	0.6	-5
O=C(c1ccco1)N1CCN(CCOc2ccccc2)CC1
 : -3	-0.8	0	-1.2	0.7	1.0	-3.1	3.5	4	0.0	3
COc1ccc(NC(=O)CCCNS(=O)(=O)c2cccs2)cc1
 : -2	-0.8	0	0.0	1.2	-0.9	1.5	-0.2	-1	-1.4	3
CSc1nc(N2CCOCC2)c2c(c1C#N)CCCCC2
 : 0	-1.3	-1	0.1	-0.5	-1.5	3.2	0.8	-1	3.7	-7
COc1cccc(NC(=O)CN(C)C(=O)Cc2ccc3c(c2)CCC3)c1
 : -3	-1.0	-2	-2.8	-1.9	-0.1	0.3	0.4	-5	0.5	-17
Cc1noc2ncnc(Sc3ccc(Br)cc3)c12
 : 1	-1.9	2	-1.0	-0.9	-2.7	-2.4	-1.3	-3	-0.5	4
Cc1ccc(CNC(=O)C2CCCN2C(=O)Nc2ccc(C)cc2)cc1 (stereo not given)
 : -1	-1.3	-4	1.6	0.1	1.7	-1.1	1.3	-6	-0.6	18
NC(=O)CC(NC(=O)Cc1cccc2ccccc12)c1ccc(NCCN2CCCC2)c([N+](=O)[O-])c1 (stereo not given)
 : 0	-1.0	-3	3.3	-0.7	0.2	0.1	0.3	1	0.0	-15
O=C(O)CCCn1ccc2cc(S(=O)(=O)N3CCCC3)ccc21
 : -2	-1.0	-5	0.2	-0.1	0.1	1.1	-0.3	-3	-1.6	7
O=C(CC1CCCC1)N1CCN(S(=O)(=O)c2cccc(F)c2)CC1
 : 0	-1.1	-6	-0.9	0.6	0.6	0.7	0.4	-2	-0.3	-8
COc1ccc(Cn2c(=N)c(C(=O)NCC3CCCO3)cc3c(=O)n4ccccc4nc32)cc1 (stereo not given)
 : 0	-0.9	-17	7.2	-0.6	1.0	0.2	1.3	32	5.7*	-72
CCC(C)(C)n1nnnc1C(c1ccc(C)cc1)N1CCN(C(=O)c2ccco2)CC1 (stereo not given)
 : -4	-0.9	-1	3.2	-0.9	1.1	-0.5	1.1	-1	0.8	4
O=[N+]([O-])c1cccc(C2=NCCC(c3ccccc3)O2)c1 (stereo not given)
 : 1	-1.3	0	1.2	0.1	1.4	0.9	-0.2	2	1.2	-4
CCN(Cc1ccccc1)C(=S)Nc1cc(C(=O)OC)ccc1C(=O)OC
 : -3	-1.2	-50	0.3	-0.4	-0.8	-1.9	0.6	-9	-3.1	-176
O=C(COC(=O)c1cc[n+]([O-])cc1)Nc1ccc([N+](=O)[O-])cc1C(F)(F)F
 : -1	-1.4	0	1.0	-2.2	-0.3	-0.5	1.1	3	-0.1	1
COC(CNC(=O)C(=O)Nc1cc2c3c(c1)CCN3C(=O)CC2)OC
 : -3	-0.6	1	2.8	0.9	0.7	1.2	2.2	0	1.4	-3
O=C(CS(=O)(=O)Cc1ccccc1)NCC1CCCO1 (stereo not given)
 : -2	-0.5	-3	-0.7	-0.1	-0.7	-2.3	1.7	7	-0.8	-1
CNC(=O)NC(=O)C(C)OC(=O)c1c2c(nc3ccccc13)/C(=C/c1cccs1)CC2 (stereo not given)
 : 1	-2.5	-7	-9.4	-3.6	3.6	5.0	-4.2	20	-3.5	-29

Other compounds follow.
Results follow in this order: SMARCA2 act	ssDAF-12 act	ADAM17 inh	hgDAF-12 ag	DAX1 inh-1	FXN GAA850 act	PG9 binder	DAX1 inh-2	NPR1 activator	hcDAF12 agonist	ADAM10 inh
CC(C)(C)NC(=O)Cn1nnc(-c2ccc(Cl)cc2)n1
 : 0	-1.0	-1	-2.6	0.6	3.1	1.8	0.5	3	0.7	-2
O=C(O)COc1ccc(/C=N/NC(=O)/C(=C/C=C/c2ccccc2)NC(=O)c2ccccc2)cc1
 : -3	-1.1	0	-0.8	-0.1	0.2	-5.9	2.3	-1	-2.0	7
O=C(OCc1ccccc1)C1=NNC2C(=O)N(Cc3ccccc3)C(=O)C12 (stereo not given)
 : 1	-1.6	3	-1.6	0.6	1.3	1.0	-0.7	1	-0.4	1
O=C(NCCN1CCOCC1)c1cc([N+](=O)[O-])ccc1Cl
 : -1	-0.7	-3	2.9	-0.1	1.2	-1.7	0.2	0	-1.8	-4
O=C1C=C(c2ccc(F)c(Cl)c2)C[C@@H](c2ccc(F)cc2)C1
 : 0	-1.5	4	-2.5	0.1	0.0	-0.8	0.5	3	-1.5	16
O=C(CNC(=O)c1ccc(Br)o1)NCC1COc2ccccc2O1 (stereo not given)
 : -3	-1.1	1	1.5	0.1	1.4	2.3	0.0	1	-1.8	-16
O=C(CSc1nnc(-c2cccnc2)n1-c1ccccc1)Nc1ccc2c(c1)OCO2
 : 0	-1.0	2	-2.7	0.0	-1.7	-0.5	-0.4	-9	-1.1	5
Cc1ccc(C)c(Nc2ccc3nonc3c2[N+](=O)[O-])c1
 : -2	-1.1	-1	-1.1	-0.3	2.4	-0.9	0.0	-1	0.5	0
CC(=O)N1CCN(C(=O)CSc2ncnc3sc(C)c(C)c23)CC1
 : -1	-1.1	-2	2.6	-0.2	1.0	0.6	-0.8	-3	1.4	-5
CCOc1ccccc1CNC(=O)CCn1ccc2cc(S(=O)(=O)N3CCCCC3)ccc21
 : -4	-1.2	5	-4.2	-0.7	5.1	1.0	0.0	0	-0.9	11
Cc1ccc(C(=O)OCC(=O)NCc2ccccc2)cc1S(=O)(=O)N1CCCCC1
 : -3	-1.6	0	-2.7	-1.0	1.7	0.1	-0.1	-1	-2.7	-3
O=C(NCc1ccc2c(c1)OCO2)c1nc(Cn2cc(Br)cn2)no1
 : -1	-1.2	-3	3.2	-0.2	1.6	-1.4	0.6	0	-1.5	-8
CN(Cc1ccccc1)C(=O)c1ccc2c(c1)NC(=O)C(N1CCOCC1)S2 (stereo not given)
 : -2	-0.7	-1	-2.2	-0.7	1.2	-1.2	-1.4	-1	-0.5	1
COCc1nc2ccccc2n1Cc1cccc(C)c1
 : -2	-1.1	2	0.7	-0.6	2.8	-0.3	0.0	-2	-2.2	7
O=C(Nc1ccccc1-c1ccccc1)c1ccc(=O)[nH]n1
 : 1	-0.5	1	0.8	0.6	3.5	-0.6	1.4	4	-0.6	2
Cc1nc(Cl)sc1C(=O)Nc1ccccc1Cl
 : -1	-0.2	-2	2.3	1.2	1.9	-3.7	-0.7	2	4.5	6
Cc1ccc(C(c2nnnn2C2CCCCC2)N(C)C2CCCCC2)cc1 (stereo not given)
 : 2	-1.2	-2	0.5	-0.1	0.7	1.3	0.6	-14	1.3	5
COc1ccc(CNn2cnnc2)c(O)c1
 : -3	-0.5	0	-0.6	0.0	1.3	0.7	-0.4	3	-1.9	-2
C=CCn1nc(-c2ccccc2)cc1C(=O)OCC
 : 2	-1.3	1	1.5	-0.2	0.2	-3.0	-0.5	2	-2.1	3
O=C(N/N=C/c1c[nH]c2ccccc12)C1CC1(c1ccccc1)c1ccccc1 (stereo not given)
 : -6	-0.9	3	2.9	0.2	-0.8	0.1	0.3	-2	2.1	4
Cc1cccn2c(=O)c(/C=C(\C#N)C(=O)NCc3ccco3)c(N3CCOCC3)nc12
 : 11*	-1.3	-84	0.8	0.2	1.3	-1.8	/	-2	-1.4	-207
O=C(O)CCCCCNS(=O)(=O)c1cccc2nsnc12
 : 1	0.2	-4	1.9	-0.7	-3.2	-0.8	-0.2	3	0.1	10
C[C@H](CO)N1C[C@H](C)[C@H](CN(C)C(=O)Nc2cccc3ccccc23)OCc2cnnn2CCCC1=O
 : -3	-0.1	-15	0.3	-0.2	0.5	-0.8	0.6	2	2.4	-47
O=C(NCc1ccccc1F)C1CC(=O)N(c2ccc3c(c2)OCCO3)C1 (stereo not given)
 : -1	-0.7	-6	2.0	0.5	0.9	0.2	0.9	1	1.3	-9
CCOC(=O)CCNC(=O)N1CCCC(C(=O)c2ccc3c(c2)OCO3)C1 (stereo not given)
 : -5	-1.1	-9	1.0	-0.2	1.9	-3.3	-2.3	0	0.2	-20
Cc1cc(NC(=O)CSc2nc3c(cc2C#N)CCCC3)no1
 : 6	-0.9	-6	8.5	2.4	5.9	0.3	2.8	15	1.8	-5
CC(C)Cn1c(=O)oc2ccccc21
 : -1	-1.0	-1	2.1	0.1	0.5	-1.1	0.0	2	-0.6	1
N#CCC[C@H]1CC[C@]2(CCCN(C(=O)c3ccccc3)C2)O1
 : -2	-1.0	-2	3.6	-0.4	/	/	/	3	0.8	-12
